# Compound activity from PubChem.
# KCNQ1 act: human KCNQ1 channel potentiation or activation. CHO-K1 KCNQ1, thallium flux FluxOR fluorescence; active compounds read high. P51787. 0.35% of 310,000 active. B-score at 10 µM;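 active = fluorescence ratio B-score, a plate-corrected score, at least three library SD, with initial intensity B-score within 5 SD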
#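 assay system = KCNQ1-transfected CHO-K1 cells | medium = assay buffer with matched DMSO | probe or stimulus = depolarizing K+/Tl+ stimulus, K2SO4 and Tl2SO4 each 12.5 mM in 5x stock | dosing = single dose | incubation = dye 90 min, compound 20 min, room temperature | detection = kinetic FluxOR fluorescence, 10 s baseline plus 110 s post-stimulus | evaluation = ratio B score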
# MrgX1 allo act: human MrgX1 positive allosteric modulation, primary screen | MrgX1-HEK293, Fluo-4 calcium flux, FDSS; active compounds read high | Q96LB2 | AID 588675 | 0.63% of 310,000 active | B-score at 10 µM;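 active = plate-corrected calcium response at least 3 library SD above typical, normal starting fluorescence, not activating the receptor alone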;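 note: compound read alongside a low EC10 to EC30 dose of BAM8-22 agonist; peak minus trough fluorescence over baseline measured at the second addition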
# RGS4 act: potentiators or activators of RGS4. HEK293 M3R/inducible RGS4, carbachol calcium flux Fluo4; active compounds read low. B-score at 10 µM. 0.92% of 310,000 active;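 active = B-score of the integrated calcium signal more than 4 SD below the library mean, with starting fluorescence not abnormally high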;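 note: negative B-score means reduced calcium response which marks RGS4 activation or potentiation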
#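 System: HEK293 FlpIn-TREx cells, stable M3R, doxycycline-inducible RGS4. Timing: overnight RGS4 induction, 30 min dye load 37 °C, 20 min compound RT. Also added: carbachol, ECmax concentration. Measured by: Fluo4 fluorescence kinetic imaging of calcium. Evaluation: integrated calcium ratio converted to B score.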
# KCNK3 inh: human KCNK3 channel inhibition, primary screen; O14649; CHO-KCNK3 thallium flux, FluxOR fluorescence; active compounds read low; B-score at 10 µM; 0.84% of 340,000 active;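 active = B-score under library mean minus 4 SD, starting fluorescence ratio at most library mean plus 5 SD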;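 note: more negative B-score means stronger inhibition of thallium flux through KCNK3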
# Target sequence (O14649 whole entry, looked up): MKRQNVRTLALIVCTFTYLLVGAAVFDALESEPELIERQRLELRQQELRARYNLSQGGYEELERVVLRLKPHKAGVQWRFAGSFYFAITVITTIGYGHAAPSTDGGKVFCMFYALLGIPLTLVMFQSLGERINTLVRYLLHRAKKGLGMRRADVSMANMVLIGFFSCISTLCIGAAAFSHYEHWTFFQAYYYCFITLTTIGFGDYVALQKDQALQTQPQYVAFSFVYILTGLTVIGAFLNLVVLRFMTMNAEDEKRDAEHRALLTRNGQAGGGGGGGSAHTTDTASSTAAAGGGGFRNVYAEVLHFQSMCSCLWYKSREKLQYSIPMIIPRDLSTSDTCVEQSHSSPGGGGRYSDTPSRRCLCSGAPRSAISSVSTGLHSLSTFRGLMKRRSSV
# ANO1 block: inhibitors of mouse TMEM16A calcium-activated chloride channel | Q8BHY3 | HEK293 TMEM16A/YFP iodide influx fluorescence, ionomycin | normalized B-score (activity score, 25-100; higher = stronger inhibition) at 10 µM | 1.2% of 310,000 active | AID 588511;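 active = ratio plate-corrected score three or more library SD toward inhibition, starting fluorescence score within five deviations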;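 note: score derived from kinetic fluorescence span divided by baseline fluorescence per well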
# MrgX1 agonist: agonists of human MrgX1 receptor; MrgX1-HEK293 cells, Fluo-4 calcium fluorescence, agonist mode; active compounds read high; B-score at 10 µM; 0.44% of 310,000 active; AID 588627;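 active = calcium response B-score plate-corrected fluorescence ratio at least 3 library SD, with starting fluorescence B-score inside 5 SD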
#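 System: HEK293 cells stably expressing human MrgX1 receptor; Dosing: test compound in the initial addition of three; Schedule: overnight plating, then 30 min 37 °C plus 30 min room-temperature dye loading; Detection: kinetic calcium dye fluorescence, Fluo-4 NW; Controls: per-plate positive and negative controls for Z′ factor.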
# KCNQ1 inh: inhibitors of human KCNQ1 potassium channel. CHO-K1 KCNQ1, FluxOR thallium flux fluorescence; active compounds read high. B-score at 10 µM. 1.3% of 310,000 active. AID 2642;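 active = compounds whose thallium flux B-score, printed positive for inhibition, exceeds three library SD while starting fluorescence stays within three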;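 note: channel opened by potassium depolarization with thallium stimulus after 20 min compound exposure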
# RGS4 inh: inhibitors of human RGS4. P49798. HEK293 M3R/RGS4 inducible, Fluo-4 calcium flux; active compounds read high; triggered by carbachol at its EC20. B-score at 10 µM. 0.45% of 310,000 active. AID 463165;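 active = B-score, a plate-corrected calcium signal, over three deviations above library mean, with baseline fluorescence within five deviations of library mean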;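 note: RGS4 expression induced by doxycycline in cells with stable M3 receptor; B-score is computed from the integrated fluorescence ratio over baseline after carbachol; higher B-score means a larger calcium signal and so more RGS4 inhibition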
# Target sequence (P49798 whole entry, looked up): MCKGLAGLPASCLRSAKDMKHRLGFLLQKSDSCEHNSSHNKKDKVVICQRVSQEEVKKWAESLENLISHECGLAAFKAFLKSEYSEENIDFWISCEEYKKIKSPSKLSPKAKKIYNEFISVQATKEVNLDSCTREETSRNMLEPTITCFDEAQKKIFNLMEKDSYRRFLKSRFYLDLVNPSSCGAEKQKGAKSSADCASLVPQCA
# hERG protect: hERG (human) protection from proarrhythmic block; Q12809; 0.51% of 310,000 active; CHO-hERG, FluxOR thallium flux, dofetilide IC70 present; activation (rescue from dofetilide block), less the hit threshold, % at 10 µM;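 active = activation above the mean of controls blocked by dofetilide plus 5 SD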;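 note: thallium influx through hERG after potassium depolarization seen as dye fluorescence rise; in these data hits start at about 4.7%; inactives centre near -7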
# KCNK9 block: blocks the human KCNK9 two-pore domain potassium channel; HEK293 KCNK9, FluxOR thallium flux fluorescence; active compounds read low; B-score at 10 µM; Q9NPC2; AID 488922; 1.2% of 310,000 active;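 active = ratio B-score over 3 SD below the library mean, with starting fluorescence within 5 SD of its mean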;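 note: negative B-score means less thallium flux so channel inhibition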
# Target sequence (Q9NPC2 whole entry, looked up, the tested form may be a part): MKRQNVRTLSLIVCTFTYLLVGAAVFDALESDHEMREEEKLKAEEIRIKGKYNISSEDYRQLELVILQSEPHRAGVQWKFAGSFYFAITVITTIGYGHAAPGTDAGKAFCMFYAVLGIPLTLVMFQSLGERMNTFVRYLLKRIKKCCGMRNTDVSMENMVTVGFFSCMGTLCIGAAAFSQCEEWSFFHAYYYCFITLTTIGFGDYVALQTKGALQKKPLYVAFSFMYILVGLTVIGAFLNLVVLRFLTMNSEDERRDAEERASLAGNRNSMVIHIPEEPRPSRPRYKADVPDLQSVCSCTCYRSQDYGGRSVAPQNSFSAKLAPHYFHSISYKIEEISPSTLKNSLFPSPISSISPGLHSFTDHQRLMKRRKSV
# TMEM16A act: activates or potentiates the mouse TMEM16A chloride channel. AID 623877. B-score at 10 µM. HEK293 TMEM16A/YFP-H148Q/I152L, iodide quench fluorescence; active compounds read low. 0.3% of 340,000 active. Q8BHY3;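 active = fluorescence-ratio B-score plate-corrected deviation score at least 3 library SD below zero, with starting fluorescence score within 5 deviations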;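 note: channel opened by trigger with iodide after compound preincubation; score built on the fluorescence ratio of max minus min over baseline; more negative score means more quench and so TMEM16A activation or potentiation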
# An asterisk follows results filed as active; i = inactive; nt = not tested or not shown.
SMILES,KCNQ1 act,MrgX1 allo act,RGS4 act,KCNK3 inh,ANO1 block,MrgX1 agonist,KCNQ1 inh,RGS4 inh,hERG protect,KCNK9 block,TMEM16A act
CCOCCn1c(CN(C)Cc2ccccc2)nc2c1c(=O)n(C)c(=O)n2C,i,i,i,i,i,i,i,i,-12.5,i,i
COc1cc(C(=S)N2CCOCC2)cc(OC)c1OC(=O)c1ccc([N+](=O)[O-])cc1[N+](=O)[O-],i,i,i,i,i,i,i,i,-7.5,i,i
Cc1cc(NC(=O)CSc2ccc3ccccc3c2)no1,i,i,i,i,i,i,i,i,-7.2,i,i
Nc1nnc(SCCCC(=O)c2ccc(Br)cc2)s1,i,i,i,i,i,i,i,i,-7.3,i,i
CC(=O)Cc1nsc(NC(=O)c2ccc(COc3ccccc3)o2)n1,i,i,i,i,i,i,i,i,-11.5,i,i
Cc1ccc(CN(C)C(=O)c2c(C)nn(-c3ccccc3)c2C)cc1,i,i,i,i,i,i,i,i,0.0,i,i
CCN(CC(=O)N1CCCC1)S(=O)(=O)c1ccc2ccccc2c1,i,i,i,i,i,i,i,i,-8.3,i,i
Cc1[nH]nc2c1C(CCc1ccccc1)C(C#N)=C(N)O2 (centres undefined),i,i,i,i,i,i,i,i,-13.1,i,i
Cc1cccc(-n2c(SCC(N)=O)nc3c(c2=O)C2(CCCCC2)Cc2ccccc2-3)c1,i,i,i,i,100*,i,i,i,-8.3,i,i
O=C(NCc1cccnc1)C1CC(=O)N(c2ccc(Cl)cc2)C1 (centres undefined),i,i,i,i,i,i,i,i,-7.7,i,i
CCCCc1c(C)nc2nc(SCc3ccc(Cl)cc3)[nH]n2c1=O,i,i,i,i,i,i,6*,i,-4.5,i,i
CCOC(=O)c1ccc2c(c1)N(C)C(=O)c1ccccc1S2,i,i,i,i,i,i,i,i,-2.7,i,i

# Part of the list above, reduced to KCNK3 inh, KCNQ1 act and MrgX1 agonist:
compound,KCNK3 inh,KCNQ1 act,MrgX1 agonist
Nc1nnc(SCCCC(=O)c2ccc(Br)cc2)s1,i,i,i
CC(=O)Cc1nsc(NC(=O)c2ccc(COc3ccccc3)o2)n1,i,i,i

# New compounds follow
SMILES,KCNQ1 act,MrgX1 allo act,RGS4 act,KCNK3 inh,ANO1 block,MrgX1 agonist,KCNQ1 inh,RGS4 inh,hERG protect,KCNK9 block,TMEM16A act
Cc1c(Cl)cccc1NC(=O)Nc1ccccc1C(N)=O,i,i,i,i,i,i,i,i,-7.6,i,i
O=C(Nc1ccc(S(=O)(=O)Nc2ccccc2)cc1)C1COc2ccccc2O1 (centres undefined),i,i,i,i,i,i,i,i,-8.7,i,i
CCCCCCCC(=O)NNC(=O)c1c(O)c2ccccc2[nH]c1=O,i,i,i,i,i,i,i,i,-8.1,i,i
CCN1C(=O)C(F)(CC)C(=O)c2ccccc21 (centres undefined),i,i,i,i,i,i,i,i,-4.1,i,i
Cc1nc2c3ccccc3nc(NNC(=O)CCC(=O)N3CCN(c4ccc(F)cc4)CC3)n2n1,i,i,i,i,i,i,i,i,-8.2,i,i
CN(C)S(=O)(=O)c1ccc(C(=O)NCCC(=O)N2CCCC2)cc1,i,i,i,i,i,i,i,i,-5.1,i,i
CCC1=NC(c2ccc(Br)cc2)N(O)C1(C)C (centres undefined),i,i,i,i,i,i,i,i,-2.7,i,i
Cn1c(NCc2ccco2)nc2c1c(=O)n(Cc1ccc(Cl)cc1Cl)c(=O)n2C,i,i,i,i,i,i,i,i,-9.4,i,i
Cc1cc2ccccc2n1CCNC(=O)C(C)C,i,i,i,i,i,i,i,i,-10.4,i,i
CCOC(=O)/C(=C/c1ccc(N2CCC(c3ccccc3)=N2)cc1)C(C)=O,i,nt,i,i,nt,nt,i,i,-11.9,i,i
Cc1cc(C(=O)NCCC2=CCCCC2)c(C)o1,i,i,i,i,i,i,i,i,-9.7,i,i
CCOC(=O)c1cc(C(=O)OCC)c2cccc(C)n2c1=O,i,i,i,i,i,i,i,i,-2.5,i,i
CN1CCN(CC(=O)N2c3ccccc3Sc3ccccc32)CC1,i,i,-11.3*,i,i,i,i,i,-2.0,i,i
COc1ccccc1Oc1nc2ccccn2c(=O)c1/C=C(\C#N)C(=O)Nc1c(C)n(C)n(-c2ccccc2)c1=O,i,i,i,i,i,i,i,i,-9.6,i,i
CC(C)CN(C(=O)CCc1ccccc1Cl)c1c(N)n(Cc2ccccc2)c(=O)[nH]c1=O,i,i,i,i,i,i,i,i,-12.4,i,i
Cc1cc(C(=O)N2CCCC(CO)(Cc3ccc(F)cc3)C2)c(C)o1 (centres undefined),i,i,i,i,i,i,i,i,-6.8,i,i
Cc1nc2c3cc(F)ccc3n(Cc3ccc(F)cc3)c2s1,i,i,i,i,i,i,i,i,-5.0,i,i
Cc1cc(C(=O)OCC(=O)NCc2ccccc2Cl)c(C)o1,i,i,i,i,i,i,i,i,-14.3,i,i
CCOc1ccc2nc(Nc3nc(CSc4nnnn4-c4ccccc4)cc(=O)[nH]3)nc(C)c2c1,i,i,i,i,i,i,i,i,-19.9,i,i
COc1ccc(-c2c3c(=O)n(C)c(=O)n(C)c3cn2C2CCCCC2)cc1,i,i,i,i,i,i,i,i,-7.8,i,i
Cn1c(=O)c(=O)n(C)c2cc(S(=O)(=O)NCCc3ccccc3)ccc21,i,i,i,i,i,i,i,i,-7.5,i,i
CCn1cc(C(=O)O)c(=O)c2cnc(N3CCN(C(=S)NC(=O)c4ccc(OC)cc4)CC3)nc21,i,i,i,i,i,i,i,i,-8.9,i,i
O=C(NCc1ccc(Cl)cc1)C(=O)NCC1OCCCN1S(=O)(=O)c1cccs1 (centres undefined),i,i,i,i,i,i,i,i,-4.0,i,i
CSCCC(NC(=O)c1ccccc1Cl)C(=O)N(C)CC(=O)Nc1ccc(N2CCOCC2)cc1 (centres undefined),i,i,i,i,i,i,i,i,-13.9,i,i
Oc1ccc(-c2nc3cnccn3c2Nc2ccc3c(c2)OCCO3)cc1,i,i,i,i,i,i,i,i,-10.7,i,i
C=CCn1c(SCC(=O)N2CCN(c3ccccc3)CC2)nnc1-c1ccco1,i,i,i,i,i,i,i,i,-11.5,i,i
COc1ccc(OC)c(CN2CCN(C(=O)c3cccs3)CC2)c1,i,i,i,i,i,i,i,i,-9.5,i,i
Cc1cccc(C)c1OCc1cc(C(=O)N2CCC(c3ccccc3)CC2)no1,i,i,i,i,i,i,9*,i,-10.4,i,i
CCCCN1C(=O)C2(NNc3ccccc3O2)c2ccccc21 (centres undefined),i,i,i,i,i,i,i,i,-8.5,i,i
O=C(CSc1n[nH]c(=O)[nH]c1=O)N/N=C/C=C\c1ccccc1,i,i,i,i,i,i,i,i,-6.5,i,i
Cc1ccc(C)c(N(CC(=O)NCC2CCCO2)C(=O)CCC(=O)Nc2nccs2)c1 (centres undefined),i,i,i,i,i,i,i,i,-7.8,i,i
O=C(NCCCn1ncc2ccccc21)c1cc(COc2c(F)cccc2F)on1,i,i,i,i,i,i,i,i,-11.2,i,i
Cc1ccc(OCC(O)CN2CCN(Cc3ccc4c(c3)OCO4)CC2)c(C)c1 (centres undefined),i,i,i,i,i,i,i,i,-3.1,i,i
CSCCC(NC(=O)c1cc(CC(C)C)oc1C)C(=O)O (centres undefined),i,i,i,i,i,i,i,i,-6.6,i,i
Nc1c(C(=O)N2CCOCC2)sc(=S)n1-c1ccccc1,i,i,i,i,i,i,i,i,-13.1,i,i
Cc1cc(NC(=O)/C=C/C(=O)N(CC(=O)NC2CCCC2)c2ccc(F)cc2)no1,i,i,i,i,i,i,i,i,-16.2,i,i
Cc1cc(C)c(C)c(OCC(=O)O/N=C(\N)c2ccncc2)c1,i,9.81*,i,i,i,i,i,i,-6.3,i,i
CC(=O)NCCNC(=O)c1ccc2c(c1)S(=O)(=O)c1ccccc1C2=O,i,i,i,i,i,i,i,i,-11.2,i,i
CCc1nnc(NC(=S)Nc2ccccc2)s1,i,i,i,i,i,i,i,i,-10.2,i,i
O=C(NCc1ccc(Cl)cc1)C1CCCO1 (centres undefined),i,i,i,i,i,i,i,i,-20.6,i,i
C=CCNC(=O)C1CC1(c1cccc(C)c1)c1cccc(C)c1 (centres undefined),i,i,i,i,i,i,i,i,-15.1,i,i
CCCCCCSc1ccc(-c2nc3ccccn3c2NCCCC)cc1,i,i,i,i,i,i,i,i,-29.7,i,i
CCc1c(O)nc(SCC(=O)c2ccccc2)n(-c2ccccc2)c1=O,i,i,i,i,i,i,i,i,-3.1,i,i
CC(CC(=O)N(C)CC(=O)Nc1ccc(N2CCOCC2)cc1)c1ccccc1 (centres undefined),i,i,i,i,i,i,i,i,-7.4,i,i
CCC1=NNC(=O)C(CC(=O)Nc2ccccc2)c2cc(OC)c(OC)cc21 (centres undefined),i,i,i,i,i,i,i,i,-12.0,i,i
CNc1nc(Oc2ccc(C(=O)OC)cc2)nc(SC)n1,i,i,i,i,i,i,i,i,-1.1,i,i
OCCSc1nncn1/N=C/c1c[nH]c2ccccc12,i,i,i,i,i,i,i,i,-7.6,i,i
O=C(CCNS(=O)(=O)c1ccccc1)N1CCN(c2ccccc2)CC1,i,i,i,i,i,i,i,i,-10.3,i,i
COc1ccc(N2CCN(c3nc4ccccn4c(=O)c3/C=C(\C#N)S(=O)(=O)c3ccccc3)CC2)cc1,i,i,i,i,i,i,i,i,-14.3,i,i
COCCN(C(=O)COC(=O)CCC(=O)c1ccc(C)cc1)c1c(N)n(Cc2ccccc2)c(=O)[nH]c1=O,i,i,i,i,i,i,i,i,-9.4,i,i
O=C(Nc1ccc(S(=O)(=O)Nc2ncccn2)cc1)c1cnc(Cl)c(Cl)c1,i,i,i,i,i,i,i,i,-7.3,i,i
CC1=NN(c2ccccc2)C(=O)/C1=C\c1c(C)[nH]n(-c2ccccc2)c1=O,i,i,i,i,i,i,i,i,-9.8,i,i
COc1ccccc1C(=O)COC(=O)CCCN=C1NS(=O)(=O)c2ccccc21,i,i,i,i,i,i,i,i,-11.8,i,i
